# High-throughput results: PubChem, several laboratories
# TcdB inh = inhibitors of Clostridioides difficile toxin B glycohydrolase; TcdB glycohydrolase enzymatic assay, plate reader; P18177; 0.24% of 350,000 active; inhibition, % at 9.99 µM; in the data active = inhibition above about 10%
# Anthrax LF prot = inhibitors of Bacillus anthracis lethal factor protease | 0.12% of 360,000 active | inhibition, % at 10 µM | P15917 | multiplex microsphere protease cleavage assay, LF; note: plate controls were buffer without enzyme for full effect and enzyme alone for no effect
# BoNT A protease = blocks Botulinum neurotoxin A light chain protease. multiplex microsphere protease substrate cleavage, flow cytometry. inhibition, % at 10 µM. 0.17% of 360,000 active; note: plate controls were buffer without enzyme for full effect and enzyme alone for no effect
# BoNT-F LC inh = BoNT F light chain protease inhibition; Multiplex microsphere protease cleavage assay, flow cytometry; inhibition, % at 10 µM; 0.22% of 360,000 active; in the data active = inhibition above about 35%, passing the limit was not always enough; note: plate controls were buffer without enzyme for full effect and enzyme alone for no effect
# Y pestis TopoI = blocks Yersinia pestis topoisomerase I activity; Y. pestis Topo-I cleavage product accumulation, plate reader; 0.064% of 360,000 active; activity, % at 10 µM; AID 504884; in the data active = activity above about 50%, passing the limit was not always enough; note: inactives centre near 2
# PrPC surface inh = cell surface PrPC inhibition, primary TR-FRET screen. TR-FRET read-out. inhibition, % at 13.8 µM. 0.43% of 370,000 active. P04156; in the data active = inhibition above about 24%; note: 0% = median of the test wells and 100% = reference compound wells
# CCHF vOTU inh = CCHFV vOTU protease inhibition. Pep-AMC fluorescence. inhibition, % at 11.5 µM. 0.55% of 370,000 active. AID 651958; in the data active = inhibition above about 30%; note: 0% = vehicle wells with enzyme and 100% = no enzyme wells
# PfHsp40 rescue = compounds rescuing yeast from Plasmodium falciparum HSP40 toxicity; AID 504582; 0.68% of 340,000 active; S. cerevisiae expressing PfHsp40, growth rescue, ATP luminescence; growth rescue, % at 12.5 µM; in the data active = growth rescue above about 28%, passing the limit was not always enough;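 note: yeast W303a lacking pdr1 and pdr3 grown in galactose medium; growth measured after three days at 30 °C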
# FadD28 binding = blocks FadD28 binding to the bisubstrate probe; 0.22% of 360,000 active; inhibition, % at 12.5 µM; fluorescence polarization; in the data active = inhibition above about 8.5%, passing the limit was not always enough
# * = called active by the depositor; / = no result given. Cut-off read from the data, not from the text of the source, unless noted: active = inhibition above about 30%; inconclusive = no clear call, values can overlap the other calls; inactive = below that.
cpd	Compound	TcdB inh	Anthrax LF prot	BoNT A protease	BoNT-F LC inh	Y pestis TopoI	PrPC surface inh	CCHF vOTU inh	PfHsp40 rescue	FadD28 binding
1	COc1ccc(/C([O-])=C(/C(=S)Nc2ccc(C)c(C)c2)n2c[n+](C)c3ccccc32)cc1OC	1.4	-8	9.1	-5	4	-7	16	-1.5	-0.7
2	O=[N+]([O-])c1ccccc1/C=N/n1c(-c2cccnc2)n[nH]c1=S	/	0	0.3	-18	-2	-4	3	-0.3	-2.6
3	Cc1cc(C)c(NC(=O)CNC(=O)c2cc(C3CC3)nc3c2cnn3C(C)C)c(C)c1	0.4	-4	-0.2	-8	-5	12	5	/	-2.9
4	C=C(C)c1cccc(C(C)(C)NC(=O)N2CCN(c3ccccc3)CC2)c1	0.9	-1	-0.1	-3	-5	-1	1	-0.6	-3.5
5	COc1ccc(OC)c(NC2=NC3(CCCCC3)N=C(N)N2)c1	/	6	0.6	-9	0	0	19	-0.2	-3.9
6	CCOC(=O)Cn1nc(CC)c2ccccc2c1=O	/	-2	1.1	10	9	-9	7	-0.6	-1.3
7	Cn1cccc1C(=O)NCC1CCCCC1	-0.5	-6	1.8	-4	-2	-3	10	-1.2	-3.1
8	Cc1ccc(C(=O)COc2ncnc3cc(Cl)ccc23)cc1	0.2	/	/	/	6	3	-6	/	0.8
9	CC(C)c1nc2ccc(NC(=O)C34CC5CC(CC(C5)C3)C4)cc2[nH]1	/	-2	-1.6	0	-4	6	0	-1.7	-2.0
10	COc1ccccc1/C=C(/NC(=O)c1ccccc1)C(=O)NCCN1CCOCC1	-0.1	-4	0.2	-4	5	-6	-8	-0.2	0.3
11	Cc1ccc(C(=O)c2coc3c2C(=O)C(=O)c2ccccc2-3)cc1	/	9	5.8	5	-9	-9	12	2.0	-2.8
12	CCS(=O)(=O)n1nc(-c2ccccc2)nc1SC	0.2	-4	0.2	-3	9	-9	14	-1.2	-0.6
13	COc1ccc(/C=C/C(=O)OCC(=O)c2c(N)n(C)c(=O)n(C)c2=O)cc1	/	0	0.2	-7	2	7	4	-1.3	-1.0
14	COc1ccc(C2(C(=O)Nc3cc(C)on3)CCOCC2)cc1	/	-2	-1.1	15	-4	-1	6	-0.5	1.6
15	S=C1CC2CCCC(C2)N1 (stereo not drawn)	-2.4	-7	-0.2	0	2	-4	-2	0.5	-4.3
16	NC(=O)C1CCN(C(=O)c2ccc(NS(=O)(=O)c3ccc(F)cc3)cc2)CC1	1.1	3	1.0	4	2	-1	-8	-1.4	-2.9
17	CSc1nsc(/C=C/Nc2ccc(Cl)cc2)c1C#N	/	2	2.8	-9	-18	3	6	-0.5	-1.3
18	COc1ccc(S(=O)(=O)Cc2ccc(C(=O)N3CCN(c4cc(C)ccc4C)CC3)o2)cc1	0.3	-4	-2.0	3	25	6	1	0.8	-3.7
19	COC(=O)C1=C(c2ccc(OCc3ccccc3)cc2)C[C@@H]2CC[C@H]1N2C(=O)NCc1ccc([N+](=O)[O-])cc1	-0.3	5	-0.5	-11	45	7	12	2.5	-5.4
20	CC(=O)NC(CC(=O)OCC(=O)c1cc(C)ccc1C)c1ccccc1 (stereo not drawn)	0.9	-6	-0.1	-1	3	5	1	-0.6	-1.5
21	CCOC(=O)C1CCN(/C=C2/C(=O)NC(=S)N(c3cccc(OC)c3)C2=O)CC1	-0.5	0	0.3	0	-7	-4	5	-0.4	1.4
22	O=C1/C(=C/c2ccc(F)cc2)CCC1C1CCCC1 (stereo not drawn)	-1.5	0	-0.9	-7	1	-1	-15	-0.9	0.0
23	CCCCN1C(=O)/C(=C(/C#N)C(=O)N2CCCC2)c2ccccc21	0.2	2	0.4	1	8	-6	5	-1.3	0.3
24	CCOC(CNC(=O)c1ccc(N2CCc3ccccc32)c([N+](=O)[O-])c1)OCC	/	-2	-0.3	-6	-4	-30	-7	2.0	2.0
25	CCN1CCN(c2cc(N3CCCC3)c(F)cc2[N+](=O)[O-])CC1	/	0	-1.0	2	-6	-26	-5	-0.3	1.6
26	COc1ccc(NC(=O)c2cccc(N3C(=O)C4C5C=CC(C5)C4C3=O)c2)cc1Cl (stereo not drawn)	0.8	2	2.9	4	-6	-2	15	0.0	-5.3
27	COc1c(Cl)cc(Cl)cc1CNCc1ccccc1	1.1	-2	-0.3	-15	9	7	14	0.5	0.1
28	CCCCC(=O)Nc1cccc(NC(=S)NC(=O)Cc2ccccc2)c1	/	0	0.6	-2	13	1	-6	-1.2	-1.2

# Retrieved by structure from the list above (seven):
cpd	Compound	TcdB inh	Anthrax LF prot	BoNT A protease	BoNT-F LC inh	Y pestis TopoI	PrPC surface inh	CCHF vOTU inh	PfHsp40 rescue	FadD28 binding
20	CC(=O)NC(CC(=O)OCC(=O)c1cc(C)ccc1C)c1ccccc1 (stereo not drawn)	0.9	-6	-0.1	-1	3	5	1	-0.6	-1.5
25	CCN1CCN(c2cc(N3CCCC3)c(F)cc2[N+](=O)[O-])CC1	/	0	-1.0	2	-6	-26	-5	-0.3	1.6
19	COC(=O)C1=C(c2ccc(OCc3ccccc3)cc2)C[C@@H]2CC[C@H]1N2C(=O)NCc1ccc([N+](=O)[O-])cc1	-0.3	5	-0.5	-11	45	7	12	2.5	-5.4
17	CSc1nsc(/C=C/Nc2ccc(Cl)cc2)c1C#N	/	2	2.8	-9	-18	3	6	-0.5	-1.3
13	COc1ccc(/C=C/C(=O)OCC(=O)c2c(N)n(C)c(=O)n(C)c2=O)cc1	/	0	0.2	-7	2	7	4	-1.3	-1.0
24	CCOC(CNC(=O)c1ccc(N2CCc3ccccc32)c([N+](=O)[O-])c1)OCC	/	-2	-0.3	-6	-4	-30	-7	2.0	2.0
4	C=C(C)c1cccc(C(C)(C)NC(=O)N2CCN(c3ccccc3)CC2)c1	0.9	-1	-0.1	-3	-5	-1	1	-0.6	-3.5

# Values in list order from the entries so far:
# FadD28 binding for entries 21 to 25: 1.4, 0.0, 0.3, 2.0, 1.6

# Part of the list above, showing only TcdB inh, BoNT A protease and FadD28 binding:
cpd	SMILES	TcdB inh	BoNT A protease	FadD28 binding
27	COc1c(Cl)cc(Cl)cc1CNCc1ccccc1	1.1	-0.3	0.1
14	COc1ccc(C2(C(=O)Nc3cc(C)on3)CCOCC2)cc1	/	-1.1	1.6
